Compound activity (PubChem BioAssay)
Pf growth 96h = P. falciparum growth inhibition at 96 hour, primary screen for plastid delayed-death inhibitors. Potency, µM (highest dose often 28.7 µM), inactives show top-dose activity change, negative = inhibition, hits mostly inhibitors. actives 6.9% (n = 320,000). AID 504834. P. falciparum luciferase reporter growth, 96 h; further: potency means the concentration at half of the fitted maximal effect; on the % scale 0 is the no-effect control and ±100 the full control effect
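P. falciparum expressing integrated firefly luciferase, in erythrocytes at 2% hematocrit, 0.05% parasitemia, incubated with compounds 96 h at 37 C, 5% CO2. Growth inhibition read as loss of luminescence; two-generation exposure targets delayed-death apicoplast inhibitors.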
HCV inh = HCV inhibition | Huh7.5.1 HCVcc-Cre infection, luciferase reporter, 44 h | Potency, µM (titrated, usually from 41.8 µM), for inactives: top-dose activity change, negative = inhibition, usual class: inhibitors | actives 3.4% (n = 340,000) | AID 651820; further: potency means the concentration at half of the fitted maximal effect; on the % scale 0 is the no-effect control and ±100 the full control effect
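Cells (1,000/well) were plated 4 h before compound, then infected with HCVcc-Cre virus (~0.5 moi). After 44 h further culture, infection was read as luciferase luminescence following a 15 min substrate incubation at room temperature.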
Giardia FBPA inh = inhibitors of Giardia lamblia fructose-1,6-bisphosphate aldolase | A8B2U2 | purified Giardia FBPA | Potency, µM (series often up to 59.6 µM), for inactives: at the highest dose activity, negative = inhibition, most hits filed as inhibitors | actives 0.71% (n = 290,000); further: potency means the concentration at half of the fitted maximal effect; on the % scale 0 is the no-effect control and ±100 the full control effect; nearly all actives have a fitted effect of over 55% in size
Target sequence (A8B2U2 whole entry, looked up): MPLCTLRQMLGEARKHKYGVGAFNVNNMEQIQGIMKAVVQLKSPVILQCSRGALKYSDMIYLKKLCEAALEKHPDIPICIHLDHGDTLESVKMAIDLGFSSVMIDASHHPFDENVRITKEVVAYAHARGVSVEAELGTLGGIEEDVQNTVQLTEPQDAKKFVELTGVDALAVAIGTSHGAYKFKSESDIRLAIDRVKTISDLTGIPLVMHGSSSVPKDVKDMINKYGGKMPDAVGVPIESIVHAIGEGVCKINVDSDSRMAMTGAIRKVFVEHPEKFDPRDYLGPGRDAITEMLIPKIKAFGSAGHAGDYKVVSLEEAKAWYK
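40 nM FBPA preincubated 10 min at RT with compound (up to 57.5 uM final), then substrate plus GAPDH/TPI/NAD/arsenate coupling and diaphorase/resazurin added. Fluorescence read after 20 min at RT, 525/598 nm.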
Shiga inhibitor = Shiga toxin inhibition. inhibition, % at 38.7 µM. actives 9.2% (n = 290,000). Vero cells, Shiga toxin protein synthesis inhibition reporter. AID 2315; in the data active means inhibition mostly above about 28%, no sharp cut-off; inactive means mostly below about 43%; further: 0% is about no effect
Pf growth 48h = inhibits P. falciparum growth in the first generation, 48 h; Potency, µM (titrated, usually from 28.7 µM), for the others: at the top dose activity change, negative = inhibition, usual class: inhibitors; actives 5.9% (n = 310,000); P. falciparum luciferase growth in erythrocytes, 48 h; further: potency means the concentration at half of the fitted maximal effect; on the % scale 0 is the no-effect control and ±100 the full control effect
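Firefly luciferase activity from engineered P. falciparum reports growth; inhibitors lower the luminescent signal. Cultures contained 2% hematocrit erythrocytes at 0.1% final parasitemia.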
CHX counter = counter-screen for Shiga toxin inhibitors: cycloheximide protein synthesis inhibition | actives 12% (n = 300,000) | max response, % | cell reporter, cycloheximide protein synthesis inhibition counterscreen; in the data active means max response mostly above about 13%, no sharp cut-off; inactive means mostly below about 14%; further: read at 38.3 µM for the half of the compounds with a filed dose; 0% is about no effect
Active calls of the source: *; ? = inconclusive; nt = not tested or not shown; & = joins results of further samples; [ ] = remark or other dose. Unless noted, the call rests on the fitted dose curve; in most records, active means well fitted curve in the direction sought with a large enough effect; inconclusive means small, poorly fitted or top-dose-only effect, or another doubt; inactive means no such curve, though single readings can be large; an effect the other way counts as inactive or inconclusive.

SMILES	Pf growth 96h	HCV inh	Giardia FBPA inh	Shiga inhibitor	Pf growth 48h	CHX counter
COc1cc(C(=O)Nc2ccc(S(=O)(=O)N3CCOCC3)cc2)c([N+](=O)[O-])cc1OC	-2%	?	-4%	-8	0%	1
CCCNC(=O)c1n[nH]c2c1CC(C(C)(C)CC)CC2 (stereo unspecified)	?	1%	nt	nt	?	nt
NC(=O)CSc1ncnc2c1nnn2Cc1ccc(F)cc1	?	-16%	5%	4	?	-8
CCN(CC)c1ccc(C(=O)NNC(=O)CCl)cc1	?	?	?	51	6.6µM*	31*
Cc1ccc(-c2nnc(SCC(=O)N/N=C/c3ccccc3C(=O)O)n2-c2ccccc2)cc1	62%[activator]	nt	19%	48	2%	-3
Cn1nc(-c2ccc(OCC(=O)N3CCN(Cc4ccccc4)CC3)cc2)c2ccccc2c1=O	?	6.3µM*	11%&-6%	-8&-10	-19%	1&-5
CCc1ccc(C(=O)NC(CC(C)C)C(=O)O)cc1 (stereo unspecified)	nt	2%	10%	-8	9%	-2
Cc1ccc(S(=O)(=O)Nc2ccc(S(=O)(=O)NCC3CCCO3)cc2)cc1 (stereo unspecified)	9%	-12%	13%	-6	9%	-7
Cc1ccc(NC(=O)C2C3CCC(O3)C2C(=O)O)cc1Cl (stereo unspecified)	13µM*	9%	-7%	-3	7%	-2
CCC1ON(c2ccccc2)C2c3nc4ccccc4n3CC12 (stereo unspecified)	47%[activator]	13%	2%	1	37%[activator]	-2
Cc1ccc(N2CCN(C(=O)c3cccs3)CC2)cc1C	-18%	22%	14%	nt	33%[activator]	15
CCc1ccc(OCC(=O)N/N=C/c2ccc(OS(=O)(=O)c3ccc(C)cc3)c(OC)c2)cc1	?	-4%	4%	9	?	13*
COc1ccc(C(=O)CN2Cc3ccccc3C2=N)cc1	280%[activator]	-9%	-6%	88*	73%[activator]	30*
O=C(/C=C/c1ccccc1)N/C(=C\c1ccco1)C(=O)NCCO	?	2%	1%	-14	57%[activator]	-3
COc1ccc(NC(=O)C2CCN(S(=O)(=O)c3ccc(OC)c(OC)c3)CC2)cc1	?	-12%	2%	-4	nt	1
COc1ccccc1CNC(=O)C1CCCN(S(=O)(=O)c2cnc[nH]2)C1 (stereo unspecified)	-10%	-18%	2%	8	1%	-2
CCCc1nnc(NC(=O)CCC(=O)N2CCN(C3CCCC3)CC2)s1	-8%	19%	-9%	-2	-14%	-4
Cc1cc(C)c(N(C(=O)c2csnn2)C(C(=O)NC(C)(C)C)c2ccncc2)c(C)c1 (stereo unspecified)	-3%	?	2%	-7	-25%	21
CC(C)Oc1ccc(CCNC(=O)C2CCC(=O)N(Cc3cccc(F)c3)C2)cc1 (stereo unspecified)	?	2%	nt	54	-9%	55*
O=C(COC(=O)c1cc(=O)[nH]c2ccccc12)NCc1ccc(F)cc1	?	10%	nt	nt	-11%	nt
CCOc1ccc(S(=O)(=O)NCCC(=O)NCc2cccnc2)cc1	3%	1%	nt	nt	3%	nt
CCC(c1nnnn1CCOC)N(Cc1ccc(C)cc1)Cc1cc2cc(OC)ccc2[nH]c1=O (stereo unspecified)	8%	6%&32%	?	21	10µM*	4
CCOc1ccc(-n2c(C)nc3c(cnn3-c3ccc(Cl)cc3)c2=O)cc1	62%[activator]	11%&5%	3%	-10	-13%	-1
CCOc1ccc(NC(=O)CN(C)C(=O)c2cccc3ccccc23)cc1OCC	?	?	nt	nt	?	nt
CCCCn1c(SCC(=O)c2cc(OC)ccc2OC)nc2cc(S(N)(=O)=O)ccc21	nt	-29%	-6%	26	-17%	6
O=C(Nc1ccccc1)c1cccn(Cc2ccccc2)c1=O	357%[activator]	10µM*	5%	98*	0%	34*
O=C(COC(=O)c1ccccn1)Nc1nc(-c2cccc([N+](=O)[O-])c2)cs1	43%[activator]	3%	-23%	29	32%[activator]	18*
Cn1nc(C(F)(F)F)c(C#N)c1N1CCN(c2ccc(F)cc2)CC1	nt	?	-10%	-21	-24%	-1
CC(=O)c1nnn(-c2cccc(C#N)c2)c1C	11%	1%	6%	-5	20%	-2
CCOC(=O)c1sc(=S)n(C)c1N	90%[activator]	13%	0%	-3	-7%	-4
CCN(CC)c1ccc(NC(=O)CCS(=O)(=O)c2cccc3nsnc23)c(C)c1	73%[1.15 µM]	-6%	-2%	5	-2%	2
COc1ccc(NC(C)=O)cc1NC(=O)CN1CCN(C2c3ccccc3-c3ccccc32)CC1	9%	-25%	-3%	-3	?	0
CNC(=S)N(C)CCc1cc2c(c(OC)c1C=C1C(=O)NC(=O)NC1=O)OCO2	5.2µM*	-12%	7.1µM*	-15	?	0
CCOc1cc2[nH]c(=O)n(CCCCCC(=O)NCc3ccco3)c(=O)c2cc1OCC	nt	?	5%	0	nt	1
O=[N+]([O-])c1ccc(O)c(C=Nc2ccc3oc(Cc4ccc(Cl)cc4)nc3c2)c1	38%	nt	?	-1	?	1
O=C1COc2ccc(S(=O)(=O)N3CCC(C(=O)NCc4ccc(F)cc4)CC3)cc2N1	50%[activator]	-4%	nt	21	-2%	-8
COc1ccc(CCNc2ccc(S(N)(=O)=O)cn2)cc1	31%[activator]	23%	-3%	8	35%[activator]	3
O=C(OCc1ccc(Br)cc1)c1cccnc1	17%	35%[activator]	4%	3	4%	-3
Cc1ccc(Cn2cccc(NC(=O)c3ccco3)c2=O)cc1	5%[5.75 µM]	8%	-3%	92*	40%[activator]	37*
Cc1ccc(Cl)c(NC(=O)CSc2n[nH]c(=O)n2C2CC2)c1Cl	?	1%	nt	nt	-1%	nt

Results in HCV inh (two entries from above):
smiles	HCV inh
O=C(COC(=O)c1cc(=O)[nH]c2ccccc12)NCc1ccc(F)cc1	10%
CCOc1ccc(-n2c(C)nc3c(cnn3-c3ccc(Cl)cc3)c2=O)cc1	11%&5%

Reformatted as labelled records: part of the list above.
O=C1COc2ccc(S(=O)(=O)N3CCC(C(=O)NCc4ccc(F)cc4)CC3)cc2N1
  Pf growth 96h: 50%[activator]	HCV inh: -4%	Giardia FBPA inh: nt	Shiga inhibitor: 21	Pf growth 48h: -2%	CHX counter: -8
COc1ccc(CCNc2ccc(S(N)(=O)=O)cn2)cc1
  Pf growth 96h: 31%[activator]	HCV inh: 23%	Giardia FBPA inh: -3%	Shiga inhibitor: 8	Pf growth 48h: 35%[activator]	CHX counter: 3

More records follow.
SMILES	Pf growth 96h	HCV inh	Giardia FBPA inh	Shiga inhibitor	Pf growth 48h	CHX counter
COc1cccc(N2CCN(CC(=O)c3c[nH]c4ccc(OC)cc34)CC2C)c1 (stereo unspecified)	?	7%	-22%	10	12µM*	6
CN(C(=O)COC(=O)C1CCN(S(=O)(=O)c2c(Cl)cccc2Cl)CC1)c1ccccc1	?	-7%	nt	nt	?	nt
CCCn1c(SCC(=O)Nc2ccc(S(=O)(=O)N(C)C)cc2)n[nH]c1=O	?	28%	0%	17	?	-1
CC1(C(=O)Nc2ccccc2)Cc2ccccc2C(=O)O1 (stereo unspecified)	9.3µM*	-17%	0%	-2	1%	-3
COc1cc(/C=C/C(=O)OCN2C(=O)c3ccccc3C2=O)ccc1OC(F)F	9%	4%	nt	-14	13%	-5
O=S(=O)(c1ccc(-c2n[nH]c(=S)o2)cc1)N1CCCC1	?	13%	nt	-6	3%	-3
COC(=O)Nc1ccc(S(=O)(=O)N2CCCC(C(=O)O)C2)cc1 (stereo unspecified)	-9%	-1%	8%	7	6%	-2
CC(=NCCN1CCOCC1)c1c(O)n(-c2ccccc2C)c(=O)[nH]c1=O	61%[activator]	5%	-6%	-14	34%[activator]	1
O=C(COc1ccccc1Cl)c1ccc2c(c1)CCCC2	169%[activator]	-27%	-7%	53*	147%[activator]	26*
COCCCNC(=O)c1ccc2c(=O)n(C3CCCC3)c(=S)[nH]c2c1	?	-29%	5%	-20	30%	-4
CCCCCCOC(=O)CCn1[nH]c(=O)c2ccccc2c1=O	88%[activator]	-3%	1%	-5	?	-3
c1ccc(-c2ccc(-c3csnn3)cc2)cc1	485%[activator]	-6%	4%	57*	70%[activator]	33*
NC(=O)c1cc(S(=O)(=O)N2CCCC2)ccc1OCc1ccc(F)cc1	-14%	-3%	-3%	-10	-19%	9
Cc1ccn(S(=O)(=O)c2ccc(N3CCCC3=O)cc2)n1	?	15%	-3%	-7	-14%	-8
CN1CCN(C(=S)C(=O)NCc2ccccc2)CC1	?	21%	3%	-4	-9%	-2
Clc1cccc(/C=N\Nc2nccs2)c1	109%[activator]	4%	-1%	65	nt	20*
CCC1CCCCN1CCCNC(=O)c1ccc2c(c1)c(C)c(C)n2C (stereo unspecified)	12%	?	4%	-6	?	0
Cc1[nH]n(-c2nc(-c3ccccc3F)cc(=O)[nH]2)c(=O)c1CCO	-1%	-8%	-4%	-17	-1%	-1
CCCCC(c1nnnn1C1CCCC1)N1CCN(C2CCCC2)CC1 (stereo unspecified)	?	-14%	-20%	-20	?	32*
CCN(CC)CCCCCCCCOC(=O)c1cc(OC)c(OC)c(OC)c1	10µM*	0.56µM*	-4%	nt	9.3µM*	nt
O=C1CN(C(=O)c2cccs2)c2ccccc2N1	-8%	6%	-24%	-23	nt	-1
Cc1c(CNCCCc2ccccc2)c(C(=O)O)c(C)n1Cc1ccccc1	6%	1%	1%	36	-21%	10
CC(OC(=O)C1CSC2(C)CCC(=O)N12)C(=O)Nc1cccc(C#N)c1 (stereo unspecified)	17%	5%	nt	nt	11%	nt
CC1CCCCC1NC(=O)CNC(=O)c1ccco1 (stereo unspecified)	-18%	19%	nt	nt	-6%	nt
COc1ccc(N2CCN(C(=O)CN(C)S(=O)(=O)c3cc(C)ccc3OC)CC2)cc1	-21%	9%	-11%	8	?	-4
Nc1nc(NCC2CCCO2)nc(Nc2ccc(F)cc2)c1[N+](=O)[O-] (stereo unspecified)	5.9µM*	-2%	-2%	11	?	-2
Cc1cc(N2C(=O)C(O)=C(C(=O)c3cccs3)C2c2ccccc2)no1 (stereo unspecified)	57%	16%	-14%	3	20%	-2
CCOc1ccc(NC(=S)N2CCN(c3ccc(N4CCOCC4)nn3)CC2)cc1	25%	-10%	0%	3	?	9
O=c1[nH]c(Nc2nc3ccccc3o2)nc2c1CCCC2	10%	-11%	-17%	76*	-15%	39*
COc1ccc(CC(=O)Nc2ccc(S(=O)(=O)N3CCOCC3)cc2)cc1	?	-2%	nt	nt	?	nt
Cc1ccc(NC(=O)C2CCCN2C(=O)Oc2ccccc2)cc1 (stereo unspecified)	-15%	?	4%	10	7%	-1
CC(C)(C)NC(=O)NC(=O)CSc1ncn[nH]1	-5%	19%	3%	2	1%	3
CCOC(=O)/C(=N\Nc1ccccc1Cl)N(C)C1CCCCC1	-4%	-6%	-4%	38	-12%	16
Cc1ccc(S(=O)(=O)/N=C(/c2ccc(F)cc2)N2CCCC2)cc1	0%	14%	5%	-3	-11%	-8
CN(C)c1ccc(C(=O)Nc2ccc(S(=O)(=O)NC3=NCCCCC3)cc2)cc1	12µM*	-22%	-3%	-17	?	-7
COc1ccc(NC(=O)CC(C)CC(=O)NCc2ccc(F)cc2)c(OC)c1 (stereo unspecified)	-6%	-4%	2%	-12	28%	-3
CC(C)Nc1c([N+](=O)[O-])c(=O)oc2ccccc12	1%	-6%	-5%	-6	-2%	-3
CC(=O)NC1=NN(C(C)=O)C(C)(CCS(=O)(=O)c2ccc(Br)cc2)S1 (stereo unspecified)	?	3%	2%	-7	0%	-1
Cc1ccc(NC(=S)Nc2ccc3cn[nH]c3c2)cc1C	10%	11%	-5%	-3	26%	10
Cc1c(C(=O)CN2CCCC(C)(C)C2)c2ccccc2n1C	9%	-8%	8%	-6	-19%	-4
C=CCN1CCN(C(=O)CSc2ccccc2)CC1	0%	24%	4%	32*	79%[activator]	34*
